# KB-V1 cytotox = KB-V1 MDR subline cytotoxicity; KB-V1 MDR cells viability, CellTiter-Glo, 72 h; Potency, µM (top dose mostly 46.1 µM), for the others: at the top dose activity change, negative = cytotoxicity, most hits filed as cytotoxic; 400,000 tested, 3.4% active; AID 1347076; also: potency is read from the fitted curve at half-maximal effect; % is scaled to controls: 0 for no effect and ±100 for the full control effect; nearly all actives have a fitted effect of over 60% in size
#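 Luminescent ATP read-out (CellTiter-Glo, 10 min) measures survival of drug-selected KB-V1 MDR cells after 72 h, 37 degrees C compound exposure. Medium: phenol-red-free DMEM, 10% FBS. Values from fitted concentration-response curves.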
# WRN inhibitor = blocks human WRN helicase; Q14191; WRN helicase unwinding, fluorescent forked duplex, kinetic; 360,000 tested, 0.46% active; AID 651768; Potency, µM (series often up to 114 µM), without a hit: at the highest dose activity change, negative = inhibition, most hits filed as inhibitors; also: potency is read from the fitted curve at half-maximal effect; % is scaled to controls: 0 for no effect and ±100 for the full control effect; nearly all actives have a fitted effect of over 55% in size
# Target sequence (Q14191 whole entry, looked up): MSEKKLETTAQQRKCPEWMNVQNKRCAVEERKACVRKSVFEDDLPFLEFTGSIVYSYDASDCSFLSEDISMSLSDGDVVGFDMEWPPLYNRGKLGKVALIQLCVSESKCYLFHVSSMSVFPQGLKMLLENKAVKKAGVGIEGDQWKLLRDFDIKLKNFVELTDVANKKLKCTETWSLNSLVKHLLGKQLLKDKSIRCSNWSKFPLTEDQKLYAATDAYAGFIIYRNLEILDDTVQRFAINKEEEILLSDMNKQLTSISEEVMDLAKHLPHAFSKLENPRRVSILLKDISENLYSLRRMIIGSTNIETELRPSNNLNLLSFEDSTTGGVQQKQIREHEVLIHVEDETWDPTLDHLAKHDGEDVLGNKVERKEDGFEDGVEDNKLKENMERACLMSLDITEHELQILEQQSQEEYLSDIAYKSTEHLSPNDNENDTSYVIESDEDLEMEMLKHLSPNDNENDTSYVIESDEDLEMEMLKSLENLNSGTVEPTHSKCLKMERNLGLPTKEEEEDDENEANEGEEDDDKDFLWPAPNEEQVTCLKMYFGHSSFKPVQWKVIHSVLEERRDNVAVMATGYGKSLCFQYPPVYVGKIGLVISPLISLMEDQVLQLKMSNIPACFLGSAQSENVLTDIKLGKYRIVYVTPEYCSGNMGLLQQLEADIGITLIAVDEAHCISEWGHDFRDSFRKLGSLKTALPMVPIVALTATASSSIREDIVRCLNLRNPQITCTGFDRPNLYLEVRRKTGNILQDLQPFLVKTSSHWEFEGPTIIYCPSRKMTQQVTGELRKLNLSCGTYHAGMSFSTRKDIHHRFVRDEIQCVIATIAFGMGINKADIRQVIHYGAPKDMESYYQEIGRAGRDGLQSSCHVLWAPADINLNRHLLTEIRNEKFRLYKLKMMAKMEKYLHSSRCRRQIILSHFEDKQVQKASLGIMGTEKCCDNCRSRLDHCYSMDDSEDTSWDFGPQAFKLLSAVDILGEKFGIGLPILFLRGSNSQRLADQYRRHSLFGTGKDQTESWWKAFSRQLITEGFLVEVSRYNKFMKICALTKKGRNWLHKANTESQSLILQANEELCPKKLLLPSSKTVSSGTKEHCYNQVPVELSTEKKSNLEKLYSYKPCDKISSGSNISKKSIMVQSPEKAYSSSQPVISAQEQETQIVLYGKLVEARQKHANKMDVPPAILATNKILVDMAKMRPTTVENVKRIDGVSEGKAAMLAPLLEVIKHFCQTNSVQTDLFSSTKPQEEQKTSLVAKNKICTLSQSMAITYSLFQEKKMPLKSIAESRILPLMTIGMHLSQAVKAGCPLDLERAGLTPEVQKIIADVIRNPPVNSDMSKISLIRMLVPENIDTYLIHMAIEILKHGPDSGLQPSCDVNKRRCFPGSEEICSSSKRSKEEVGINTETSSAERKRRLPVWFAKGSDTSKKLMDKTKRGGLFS
#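 Primary qHTS, 1536-well format. 20 nM WRN + compound, 15 min RT; start with 100 nM forked fluorophore/quencher duplex, 2 mM ATP (final); kinetic read ex 525/em 598 nm.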
# MCF10A rerep = inducers of DNA re-replication in MCF 10A breast cells; MCF 10A DNA re-replication, Hoechst nuclear intensity, 48 h; Potency, µM (doses to about 46.1 µM), for inactives: at the top dose activity, positive = re-replication, usual class: activators; 350,000 tested, 2.9% active; also: potency is read from the fitted curve at half-maximal effect; % of control where 0% means no effect; nearly all actives have a fitted effect of over 50% in size
# IL1B secr inh = inhibitors of inflammasome signaling (IL-1 beta secretion). THP-1 LPS/ATP IL-1B secretion, AlphaLISA, 16 h; stronger effect = lower value. activity change, % at 57.5 µM. 360,000 tested, 4.7% active; in the data active = activity change below about -50%; inconclusive = mostly about -30% to -49%; also: % is scaled to controls: 0 for no effect and ±100 for the full control effect
#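 THP-1 cells pretreated 1 hr with compounds (up to 57.5 uM final), then stimulated with LPS (250 ng/mL final) plus ATP (1.25 mM final); secreted IL-1B measured by AlphaLISA after 16 hr, decreased signal indicating inhibition.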
# ATXN2 expr inh = inhibitors of ATXN2 expression; HEK-293 ATXN2-luciferase reporter, luminescence, 24 h; Potency, µM (doses to about 57 µM), for inactives: top-dose activity change, negative = inhibition, hits mostly inhibitors; 360,000 tested, 0.72% active; AID 1745845; also: potency is read from the fitted curve at half-maximal effect; % is scaled to controls: 0 for no effect and ±100 for the full control effect; nearly all actives have a fitted effect of over 55% in size
#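 qHTS (up to 57 uM final) was run with 24 h compound exposure of reporter cells at 37 °C. Each well was multiplexed: SteadyGlo luminescence measured ATXN2-luciferase expression after a fluorogenic Gly-Phe-AFC viability readout (25 uM final).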
# HT1080-NT tox = kills 2HG-producing HT-1080-NT fibrosarcoma cells; HT-1080-NT fibrosarcoma viability, CellTiter-Glo ATP luminescence, 48 h; Potency, µM (top dose mostly 46.1 µM), without a hit: top-dose activity, negative = less viability, actives largely listed as cytotoxic; 360,000 tested, 1.6% active; AID 686970;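 also: NT is the 2HG producing partner of a matched IDH1 knockdown line; potency is read from the fitted curve at half-maximal effect; 0% = DMSO-treated cells and -100% = media-only wells without cells; nearly all actives have a fitted effect of over 55% in size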
#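 A 48-hour cytotoxicity screen used HT-1080-NT cells plated 2 hours before compound delivery. ATP-based CellTiter-Glo luminescence measured viability, normalized to DMSO and no-cell controls.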
# KB-3-1 cytotox = KB-3-1 parental cell cytotoxicity | KB-3-1 viability, CellTiter-Glo ATP luminescence, 72 h | Potency, µM (series often up to 46.1 µM), for the others: at the top dose activity change, negative = cytotoxic, usual class: cytotoxic | 400,000 tested, 1.4% active | AID 1347075; also: potency is read from the fitted curve at half-maximal effect; % is scaled to controls: 0 for no effect and ±100 for the full control effect; nearly all actives have a fitted effect of over 60% in size
#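 Parental KB-3-1 adenocarcinoma cells in phenol-red-free DMEM with 10% FBS were pin-treated with compounds at several concentrations, incubated 72 h at 37 °C, and viability read by CellTiter-Glo luminescence; concentration-effect curves were fitted after normalization.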
# HT1080 IDH1KD tx = HT-1080 IDH1 knockdown cell toxicity (counter line). HT-1080 IDH1 knockdown viability, ATP luminescence, 48 h. 360,000 tested, 2% active. Potency, µM (doses to about 46.1 µM), for inactives: top-dose activity, negative = toxicity, most hits filed as cytotoxic. AID 686971;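 also: potency is read from the fitted curve at half-maximal effect; 0% = DMSO wells and -100% = cell-free medium wells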
#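 After a 2 h attachment period, IDH1KD HT-1080 cells took pin-transferred compound for 48 h at 37 °C; ATP-based luminescence after 10 min room-temperature reagent incubation reported viability.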
# SW480 rereplic = DNA re-replication induction in SW480 cells; 340,000 tested, 1.8% active; Potency, µM (top dose mostly 46.1 µM), for inactives: at the highest dose re-replication activation, hits mostly activators; AID 624297; SW480 DNA re-replication, Hoechst DNA content imaging, 48 h; also: potency is read from the fitted curve at half-maximal effect; % of control where 0% means no effect; nearly all actives have a fitted effect of over 55% in size
#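 Readout is total intensity of Hoechst-stained nuclei, excited at 405 nm and collected at 500-530 nm. Compound treatment lasted 48 hr at 37 C in 5% CO2 before staining.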
# Starred values were filed as active, the others as inactive; ? = inconclusive; nt = no result given; & = joins results of further samples; [ ] = another dose, or the depositor's remark. Unless noted, calls follow the shape of the dose curve; as a rule, active = well fitted curve in the direction sought with a large enough effect; inconclusive = small, poorly fitted or top-dose-only effect, or another doubt; inactive = no such curve, though single readings can be large; an effect the other way counts as inactive or inconclusive.
SMILES,KB-V1 cytotox,WRN inhibitor,MCF10A rerep,IL1B secr inh,ATXN2 expr inh,HT1080-NT tox,KB-3-1 cytotox,HT1080 IDH1KD tx,SW480 rereplic
Cc1ccc(CN(C(=O)C(F)(F)F)C(C(=O)NC2CCCCC2)c2ccco2)cc1 (stereo not drawn),?,-3%,?,?,-10%,-19%,-3%,-25%,?
COc1ccccc1/C=C/CN1CCC(CO)(Cc2ccccc2)CC1,?,-18%,?,?,-17%,?,?,-5%,-1%
COc1ccc(-c2cc3c(c4c2ccn4C)C2CCC3C2)cc1 (stereo not drawn),14%,-12%,nt,16,-11%,-15%,0%,?,nt
Cc1cc(=O)oc2cc(OCC(=O)Nc3ccc4[nH]c(=O)[nH]c4c3)ccc12,-3%,-20%,-1%,3,3%,9%,25%,1%,3%
O=S1(=O)CC(N2CCN(CCO)CC2)CN1Cc1cn(Cc2ccc(C(F)(F)F)cc2)nn1 (stereo not drawn),0%,0%,nt,14,19%,15%,13%,20%,nt
CCOc1ccc(NC(=O)C(C)Sc2nccn2C)cc1 (stereo not drawn),-1%,-13%,-3%,-21,13%,10%,-9%,12%,-1%
COC(=O)CCC(=O)NNC(=O)Cc1ccccc1,3%,1%,-17%,15,nt,16%,3%,11%,4%
COc1ccc(N2CCN(C(=O)/C=C/c3ccco3)CC2)cc1,?,-6%,7%,-10,4%,17%,7%,11%,3%
O=C(O)C1C2C=CC3(CN(C4CCCC4)C(=O)C13)O2 (stereo not drawn),8%,2%,-2%,-15,-7%,-2%,-10%,-1%,-2%
CCN(C[C@H]1N[C@@](CC)(C(=O)OC)[C@H]2C(=O)N(C)C(=O)[C@@H]12)C(=O)c1ccc(C(C)(C)C)cc1,10%,-4%,?,11,8%,6%,15%,2%,-15%[9.22 µM]
CCCNC(=O)CN1C(=O)NC(CC)(c2ccc(F)cc2)C1=O (stereo not drawn),-5%,6%,0%,20,-2%,24%,3%,8%,-5%
COc1ccccc1N1CCN(C(=O)c2ccco2)CC1,4%,2%,-15%,-8,32%[activator],10%,-3%,11%,-22%
CCCCn1c(N)c(N(CCOC)C(=O)c2ccc(NC3CC3)c([N+](=O)[O-])c2)c(=O)[nH]c1=O,-2%,2%,1%,5,6%,-5%,1%,-3%,5%
Cn1c(=O)cc(SCC(=O)NCCCN2CCN(c3ccc(F)cc3)CC2)c2ccccc21,-15%,4%,10%,-7,-8%,-1%,0%,-9%,-2%
Cc1ccc(C(=O)N/N=C\c2sccc2C)cn1,?,10%,-4%,-16,nt,2%,-2%,-1%,-36%
Cc1nnc(NC(=O)C2CCN(S(=O)(=O)c3ccc(F)c(Cl)c3)CC2)o1,4%,-28%,1%,7,2%,-3%,9%,-12%,-2%
CC(=O)Oc1ccc(/C=N/NC2=NS(=O)(=O)c3ccccc32)cc1,-3%,-2%,1%,0,-4%,1%,9%,-11%,-4%
Cn1c(=O)[nH]c(=O)c2c1nc(N1CCCCC1)n2CC(O)COc1ccccc1 (stereo not drawn),6%,15%,?,17,-4%,2%,1%,-8%,?
CCOC(=O)C(Cc1ccccc1)NC(=O)CCc1nnc2ccc(N3CCCCC3)nn12 (stereo not drawn),23%,-10%,1%,-14,7%,-1%,-9%,0%,?
CCN(CC(=O)NCc1ccccn1)S(=O)(=O)c1cc(Cl)ccc1Cl,-2%,6%,-15%,8,5%,4%,15%,6%,-717%
CC(C(=O)NC(C)(C)C)N1C(=O)c2cccc3cccc(c23)C1=O (stereo not drawn),-7%,0%,1%,12,-20%,-20%,1%,-5%,-2%
COc1ccc(S(=O)(=O)Nc2ccc3c(c2)CCC3)cc1,?,?,82%,-187*,-18%,?,-4%,?,?
C/C(CC(=O)N(C(C)C)C(C)C)=N\NC(=O)c1ccccc1Br,11%,1%,-4%,9,-6%,45%,10%,26%,108%
O=C(C(=O)N1CCN(c2ccccc2)CC1)c1ccco1,3%,3%,nt,19,nt,26%,3%,26%,nt
CCOC(=O)c1c(S(=O)(=O)NCC(=O)N2CCN(c3ccc(F)cc3)CC2)c(C)n(C)c1C,0%,2%,4%,-21,-7%,3%,-6%,14%,-3%
Cc1cc2nc(-c3nnnn3-c3c(C)cccc3C)c(=O)[nH]c2cc1C,-16%,1%,nt,-1,11%,2%,-18%,2%,nt
CCn1c(CC(=O)Nc2ccc(F)cc2)nnc1SCC(=O)Nc1nnc(C)s1,11%,-7%,2%,-5,-2%,-6%,1%,2%,4%
C=CCN(c1ccc(C(=O)NCCc2ccccc2)cc1)S(C)(=O)=O,?,-8%,1%,5,31%[activator],-3%,-2%,4%,-5%
COc1ccc(C)cc1NC(=O)C1CCCN(S(=O)(=O)c2cccc3cccnc23)C1 (stereo not drawn),-3%,4%,-1%,2,-14%,-6%,-4%,0%,4%
Cc1ccc(S(=O)(=O)N2C(=O)CCC2C(=O)O/N=C(\N)c2cccc([N+](=O)[O-])c2)cc1 (stereo not drawn),-16%,1%,3%,22,-20%,-12%,5%,-1%,1%
O=C(c1ccc(F)cc1)N1CCC(n2nnc3ccccc32)CC1,-9%,0%,0%,-8,-6%,18%,14%,24%,-9%
COc1cc(C(=O)n2nc(C)cc2C)cc(OC)c1OC,0%,9%,5%,17,12%,18%,7%,11%,-2%
COc1ccc2cc(C(=O)N/N=C/c3cc(OC)c(OC)c(OC)c3)[nH]c2c1,-24%,-11%[11.6 µM],1%,?,-17%,-4%,5%,-1%,-11%
COc1ccc(CCNC2=NCCS2)cc1,23%,2%,9%,-8,6%,4%,9%,14%,-10%
COCCN1Cc2cccc(C(=O)Nc3ccc4c(c3)OCCO4)c2C1=O,15%,1%,-6%,-7,7%,16%,-1%,15%,-3%
C=CCN1C(=O)CN=C1Nc1ccc(OC)cc1OC,1%,6%,-3%,15,-3%,-1%,6%,-2%,1%
Cc1cccc(-n2c(Cc3cc(=O)[nH]c(=O)[nH]3)nnc2SCC(=O)Nc2cccc(C(F)(F)F)c2)c1,4%,8%,4%,-7,nt,-1%,0%,2%,-9%
Cc1cc(C)nc(CCNC(=O)CC2C(=O)NCCN2Cc2ccc(F)cc2Cl)n1 (stereo not drawn),9%,-9%,-4%,0,4%,2%,14%,21%,-1%
Oc1ccc(Cl)cc1C1=NNC(c2cc(Br)cc3c2OCOC3)C1 (stereo not drawn),-21%,-9%,11%,-14,-13%,-16%,?,-11%,116%
CCCC(=O)C1=C(O)C(C(=O)OC)C(C)(C)CC1=NC(C)(C)C (stereo not drawn),-6%,11%,-1%,-5,3%,14%,1%,18%,-5%
COc1ccccc1N(C(=O)c1snc(C(N)=O)c1N)C(C(=O)NC1CCCC1)c1ccco1 (stereo not drawn),9%,-7%,0%,-8,5%,11%[9.24 µM],5%,-6%,1%
CC(=O)N1CCc2c(sc(NC(=O)CCS(=O)(=O)c3ccc(C)cc3)c2C(N)=O)C1,12%,2%,3.3µM*,-4,19%,3%,-2%,1%,?
COc1ccc(-n2c(=S)[nH]c3cc(C(=O)NCc4ccco4)ccc3c2=O)cc1OC,0%&23%,8%&-1%,-5%&8%,12&10,-14%&-9%,14%&9%,12%&1%,17%&2%,-13%&0%
O=[N+]([O-])c1ccc(COc2ncnc3ccccc23)cc1,-23%,-28%,-5%,-3,-6%,-5%,6%,0%,-2%
O=C(CCNC(=O)Cn1ccc2ccccc2c1=O)NCCN1CCN(c2cccc(Cl)c2)CC1,28%,3%,2%,-17,-14%,-11%,-1%,-8%,4%
CC(=O)N1CCN(CC(c2ccccc2)c2ccccc2)CC1,-2%,-2%,-5%,12,nt,13%,1%,10%,-9%
COc1ccc(C)cc1NC(=O)NC(C)c1ccc2c(c1)OCO2 (stereo not drawn),-1%,5%,12%,4,-15%,-10%,13%,-2%,-2%
C=CCNC(=S)NNC(=O)c1cccc2ccccc12,8%,7%,9%,-3,-8%,10%,8%,10%,0%
CC(C)Oc1ccc(C(=O)Nc2ccc(NC(=O)c3ccco3)c(Cl)c2)cc1,0%,-5%,-15%,?,5%,13%,-1%,11%,1%
Cn1c(NC(=O)C(C)(C)Oc2ccc(Cl)cc2)cc(=O)n(C)c1=O,0%,0%,-6%,26,-23%,-3%,1%,1%,-3%
# The list continues.
SMILES,KB-V1 cytotox,WRN inhibitor,MCF10A rerep,IL1B secr inh,ATXN2 expr inh,HT1080-NT tox,KB-3-1 cytotox,HT1080 IDH1KD tx,SW480 rereplic
O=C(CSC(=S)N1CCOCC1)N1N=CCC1c1ccccc1 (stereo not drawn),5%,-10%,-4%,-20,13%,-8%,-4%,-14%,-3%
CCOC(=O)CNS(=O)(=O)c1ccc2c3c(cccc13)C(=O)N2CC,-19%,14%,20%,-86*,-15%,0%,17%,0%,15%
Cc1ccccc1-n1c(SCC(=O)Nc2ccccc2Cl)nc2n[nH]c(C)c2c1=N,-7%,-27%,?,-1,-26%,?,?,?,-6%
CCOC(=O)/C(C#N)=C/c1cccc([N+](=O)[O-])c1,5%,-7%,1%,-14,nt,-1%,1%,-1%,2%
C=C(C)COc1ccc(-c2nc(N)ncc2Oc2ccccc2OC)c(O)c1,?,-7%[57.1 µM],?,-62*,1%,?,?,?,?
CC(C)CCNc1ncnc2c1nnn2Cc1ccccc1Cl,13µM*,2%,13%,-11,-19%,3%,0%,3%,0%
COC(=O)c1ccc(C(=S)NCC2(N(C)C)CCCCC2)cc1,?,1%,-8%,19,-6%,-1%,1%,3%,5%
